TAG inh = triacylglycerol accumulation inhibition | inhibition, % at 12.5 µM | H9c2 cells, Nile Red lipid (TAG) fluorescence; cells loaded with 200 µM oleic acid | hit rate 0.66% among 230,000;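 active = pattern-corrected inhibition of lipid staining of at least 50% with the nuclear-stain viability signal not falling by more than 50%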;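 note: 0% = DMSO wells and 100% = triacsin C control wells; some results filed as inactive read as strong as hits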
TAG inh DAPI viability = also measured in TAG inh; calls as there; DAPI nuclei signal change (viability), lower = more cytotoxic, %;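 whole-well DAPI fluorescence read on a plate reader as a viability signal; minus 50 percent equals half of cells still viable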
The depositor's hits bear a star. An excerpt; count on the stated rates, not on these rows.

| Molecule | TAG inh | TAG inh DAPI viability |
| --- | --- | --- |
| O=C(C1CCCN(S(=O)(=O)c2ccc(Cl)cc2)C1)N(Cc1cccs1)C1CC1 (stereo unspecified) | -8.4 | 1.4 |
| CN1CCN(NC(=O)CN(C)S(=O)(=O)c2cc(Cl)ccc2Cl)CC1 | -2.3 | -5.0 |
| CC(C)NC(=O)NC(=O)CSc1nnc(COc2ccccc2Cl)o1 | -4.4 | 5.2 |
| CC(C)NC(=O)c1ccc(S(=O)(=O)N(C)C)cc1 | -2.8 | -1.1 |
| FC(F)(F)c1cc(Cl)c2nnc(-c3cccnc3)n2c1 | -8.1 | -8.1 |
| O=C(NNC(=S)NC1CC2C=CC1C2)c1cccnc1 (stereo unspecified) | -7.2 | 2.9 |
| CC(Oc1cccc(Cl)c1)C(=O)NNC(=O)c1cccnc1 (stereo unspecified) | -1.9 | 4.2 |
| CC1(C)CC(=O)C=C(c2ccc(-c3cccc4c3sc3ccccc34)cc2)C1=O | -15.4 | 2.3 |

The results go on:
| Molecule | TAG inh | TAG inh DAPI viability |
| --- | --- | --- |
| COc1ccc(C(O)c2nc(-c3cccc4cccnc34)cs2)cc1 (stereo unspecified) | -11.8 | -7.9 |
| CCCCNC(=O)c1onc(CSc2ccccc2CC)c1C(=O)O | -11.8 | -2.7 |
| N#CC1=C(N)Oc2cc(O)c(C=Nc3ccccc3)cc2C1c1ccccc1 (stereo unspecified) | 4.8 | 3.7 |
| CCN(c1ccc(NC(=O)COC(=O)C(C)N=C2NS(=O)(=O)c3ccccc32)cc1)C(C)C (stereo unspecified) | -3.5 | 6.3 |
| O=C(Nc1ccc(F)cc1)c1ccc2c(=O)n3c(nc2c1)CCCCC3 | 15.6 | 2.1 |
| c1ccc(-c2nnc(N3CCN(c4ccccn4)CC3)c3ccccc23)cc1 | -11.3 | 0.3 |
| CCN(CC)c1ccc(NC(=O)CCCOc2cccc(C)c2)cc1 | 11.3 | -5.8 |
| O=C(NCc1ccccc1)C(=O)NCC1OCCN1S(=O)(=O)c1cccs1 (stereo unspecified) | 11.8 | -12.8 |

Full records, quoted from the list:
O=C(NCc1ccccc1)C(=O)NCC1OCCN1S(=O)(=O)c1cccs1 (stereo unspecified) as listed: TAG inh: 11.8; TAG inh DAPI viability: -12.8
c1ccc(-c2nnc(N3CCN(c4ccccn4)CC3)c3ccccc23)cc1 as listed: TAG inh: -11.3; TAG inh DAPI viability: 0.3
O=C(Nc1ccc(F)cc1)c1ccc2c(=O)n3c(nc2c1)CCCCC3 as listed: TAG inh: 15.6; TAG inh DAPI viability: 2.1

More results follow.
| Molecule | TAG inh | TAG inh DAPI viability |
| --- | --- | --- |
| CCCC(Oc1ccc(Br)cc1)c1nc2c3cc(OC)c(OC)cc3nc(=S)n2[nH]1 (stereo unspecified) | 16.3 | -4.5 |
| Cc1nc(-c2cc(C#N)c(Sc3cccc(C(F)(F)F)c3)nc2C)cs1 | -12.3 | 11.0 |
| CC1C(=O)N(Cc2cn(CCC3OCCCO3)nn2)CCS(=O)(=O)N1Cc1ccc(-c2ccc(F)nc2)cc1 (stereo unspecified) | 3.1 | -4.1 |
| CC(=O)NC(CC(=O)O)c1ccccc1 (stereo unspecified) | 1.1 | 0.7 |
| Cc1ccc2cc3cc(C(=O)NCCC(C)C)oc3nc2c1 | 4.1 | 12.6 |
| CCOc1ncccc1C(=O)Nc1ccc(F)c(F)c1 | 14.7 | -3.4 |
| O=C(Nc1cccc(F)c1)c1ccc(-n2cncn2)c2ccoc12 | 30.3 | -2.9 |
| CC1(C(=O)NCc2cccs2)CCN1CCc1ccccc1 (stereo unspecified) | 3.5 | -3.7 |

Continued:
| Molecule | TAG inh | TAG inh DAPI viability |
| --- | --- | --- |
| CCCCc1c(O)nc(SCC(=O)NCCc2ccc(OC)c(OC)c2)[nH]c1=O | -10.0 | 20.4 |
| O=C(Cc1cccc(NC(=O)C2CCN(C(=O)CCc3ccccc3)CC2)c1)Nc1cccc(C(=O)N2CCOCC2)c1 | -3.7 | -7.9 |
| CCOC(=O)N1CCN(c2cc(NCCC(=O)O)c3c4c(onc24)-c2ccccc2C3=O)CC1 | 9.3 | -7.2 |
| Cc1ccccc1OCCCN1C(=O)C(=O)c2cccc(C)c21 | 34.2 | -32.6 |
| O=C(CCNS(=O)(=O)c1ccc(Br)cc1)NCC(c1cccs1)N1CCOCC1 (stereo unspecified) | 19.3 | -7.4 |
| Cc1nc2cc(NCc3nc4ccccc4n3Cc3ccccc3)ccc2n1C | -8.7 | -4.7 |
| O=C(Nc1ccc(Cl)c(Cl)c1)N1CCSC1c1ccco1 (stereo unspecified) | -18.5 | -2.0 |
| CC1CCCC(C)N1C(=O)COC(=O)CNC(=O)c1ccc(Cl)cc1Cl (stereo unspecified) | -3.0 | 0.7 |

Continued.
| Molecule | TAG inh | TAG inh DAPI viability |
| --- | --- | --- |
| O=C(NCc1ccc(F)cc1)C1CCCN1C(=O)NCc1ccccc1 (stereo unspecified) | -11.6 | -2.2 |
| C(=Cc1cccnc1)c1ccncc1 | 6.2 | -3.3 |
| Cc1cc(OCC(=O)OCC(=O)N(C)Cc2ccccc2C)ccc1Cl | -2.4 | 4.7 |
| O=C(CCNS(=O)(=O)c1ccc(Br)s1)NCc1ccc2c(c1)OCO2 | 15.5 | -13.6 |
| CC(Sc1nnc(C(C)Oc2ccccc2F)o1)C(=O)NCc1ccc2c(c1)OCO2 (stereo unspecified) | -27.5 | 1.3 |
| Cc1cc2nc3ccc(=[N+](C)C)cc-3sc2cc1N | 103.7 | -63.4 |
| C/C(=N/NC(=O)c1ccc(-c2ccccc2)cc1)c1cc(O)cc(O)c1 | -10.8 | 6.8 |
| Cc1ccc(N=C2N=C(N)c3ccccc32)c(C)c1 | -13.3 | -0.6 |

Continued, starting with the last two of the part before.
| Molecule | TAG inh | TAG inh DAPI viability |
| --- | --- | --- |
| C/C(=N/NC(=O)c1ccc(-c2ccccc2)cc1)c1cc(O)cc(O)c1 | -10.8 | 6.8 |
| Cc1ccc(N=C2N=C(N)c3ccccc32)c(C)c1 | -13.3 | -0.6 |
| CCCC(=O)Nc1nnc(/C=C/c2ccccc2)s1 | -14.1 | 15.3 |
| CCN(NC(=O)C(O)(c1ccc(F)cc1)c1ccc(F)cc1)C(=O)c1ccccc1 | 6.3 | 4.2 |
| O=C(Nc1ccccc1)N(C1=NCCC1)c1ccccc1 | -0.4 | -5.5 |
| O=C(CSc1ncn(-c2ccccc2)n1)Nc1nccs1 | -36.6 | 18.2 |
| CCCCN(C(=O)c1ccc(C)c(S(=O)(=O)N2CCOCC2)c1)c1c(N)n(CC(C)C)c(=O)[nH]c1=O | 10.4 | -6.8 |
| COC(=O)c1ccc(COc2ccc(-c3nnn(CC(N)=O)n3)cc2)cc1 | 2.7 | -1.8 |
| Cc1cc(C)c(C#N)c(SCC(=O)Nc2ccccc2)n1 | -9.8 | -3.2 |
| COC(=O)c1ccc(N2CCN(S(=O)(=O)c3ccc(Br)cc3)CC2)c([N+](=O)[O-])c1 | -6.8 | 9.1 |

New compounds follow.
| Molecule | TAG inh | TAG inh DAPI viability |
| --- | --- | --- |
| Cc1cccc(-c2nsc(SCC(=O)Nc3cc(C)on3)n2)c1 | -10.2 | 15.9 |
| COc1ccc(CNC(=O)C2CCC(=O)N2C(C)C)c(OC)c1 (stereo unspecified) | -1.8 | 3.1 |
| CCCn1c(SCC(=O)Nc2ccccc2Cl)n[nH]c1=O | -9.5 | -0.1 |
| CCOc1ccccc1NC(=O)C1CCCN(S(=O)(=O)c2ccc(OC)c(C)c2)C1 (stereo unspecified) | 10.4 | -1.1 |
| C#CCn1c(=NC(=O)CN2C(=O)CCC2=O)sc2cccc(OC)c21 | 5.8 | -3.5 |
| Cc1cc(C)c2c(-n3cccc3)c(C(=O)NNS(=O)(=O)c3ccc(Br)cc3)sc2n1 | -14.9 | 0.8 |
| C=CCNc1nc(Cl)nc(Nc2ccc(OC)cc2OC)n1 | -3.9 | 3.7 |
| COc1ccccc1OCc1cc(-c2ccccc2)no1 | 13.8 | -9.1 |

Next section
| Molecule | TAG inh | TAG inh DAPI viability |
| --- | --- | --- |
| COc1ccc(-c2c(C(F)(F)F)nn(C)c2NC(C)=O)cc1 | 14.5 | -5.2 |
| Cc1ccc2c(N)[nH]nc2n1 | 0.3 | -2.8 |
| COCCNC(=O)c1ccccc1NC(=O)c1ccccc1SC | 1.0 | 3.7 |
| Cc1ccc(-c2csc(=Nc3cccnc3)n2CCCn2ccnc2)cc1C | -18.9 | 27.7 |
| CCCc1nnc(NC(=O)Cn2c(=O)sc3ccccc32)s1 | -43.0 | 13.6 |
| COc1ccc(C)cc1S(=O)(=O)N1CCCC(N2CCOCC2)C1 (stereo unspecified) | -5.1 | -2.2 |
| COc1cccc(NC(=O)C(C)(C)C)c1 | -11.4 | -0.8 |
| Cn1nc(C(C)(C)C)cc1NC(=O)Nc1cc(Cl)cc(Cl)c1 | -23.5 | 11.0 |

Next section:
| Molecule | TAG inh | TAG inh DAPI viability |
| --- | --- | --- |
| CC(=O)c1cccc(-c2ccnc3c2CC(C(=O)Nc2cccc(C(F)(F)F)c2)O3)c1 (stereo unspecified) | -18.5 | 13.4 |
| C=CCN(CC(=O)Nc1cccnc1)S(=O)(=O)c1ccc(Cl)cc1 | 3.0 | 2.2 |
| COc1cc(-n2c(=O)c3ccccc3n(Cc3cccnc3)c2=O)cc(OC)c1OC | -2.9 | -2.6 |
| COC(=O)c1ccc(CSc2ccccc2NC(=S)Nc2cccc(C(F)(F)F)c2)o1 | -9.8 | -0.9 |
| COc1ccc(/C=N/NC(=O)Cc2cc(OC)c(OC)cc2[N+](=O)[O-])cc1 | 2.4 | -0.9 |
| COc1cc(C(=O)COC(=O)c2ccc3c(c2)OCCO3)cc(OC)c1OC | 12.3 | -9.4 |
| CNC(=O)C1CCN(S(=O)(=O)c2c(C)noc2/C=C/c2ccc(C)cc2)CC1 | 2.7 | 3.5 |
| O=C(O)c1cn(CCOc2ccccc2Cl)c2ccccc12 | -1.2 | 9.3 |

Continuation:
| Molecule | TAG inh | TAG inh DAPI viability |
| --- | --- | --- |
| O=C(Nc1ccc(N2CCN(C(=O)c3ccccc3)CC2)c(Cl)c1)c1ccco1 | 3.3 | 2.3 |
| O=C(COC(=O)c1cccnc1Cl)NC1CCCc2ccccc21 (stereo unspecified) | 8.6 | -2.7 |
| O=C(O)c1ccc(/C=N/NC(=S)NCCN2CCOCC2)cc1 | 0.2 | 7.3 |
| c1csc(Cc2nn3c(-c4ccncc4)nnc3s2)c1 | 5.2 | 1.2 |
| Cc1cccc(Sc2nc(-c3ccccc3)ncc2C(=O)O)c1 | 3.0 | 0.6 |
| Cn1c(-c2ccc(F)cc2)cnc1SCC(=O)NCc1ccco1 | -8.8 | 11.3 |
| O=C(CCN1CCN(c2ccccc2)CC1)N/N=C/c1ccc([N+](=O)[O-])o1 | 2.3 | -1.7 |
| CCCCN(C(=O)Oc1ccccc1)C1CCS(=O)(=O)C1 (stereo unspecified) | 3.4 | -8.2 |

Following part:
| Molecule | TAG inh | TAG inh DAPI viability |
| --- | --- | --- |
| O=C(CCNS(=O)(=O)c1ccccc1C(F)(F)F)NCC(c1ccco1)N1CCCCC1 (stereo unspecified) | -8.3 | -9.6 |
| O=C(CSc1nnc(NC(=O)C2CCCCC2)s1)NCc1ccco1 | -0.6 | 1.8 |
| Cc1csc(NC(=O)CSCc2c(C)noc2C)n1 | 6.9 | -4.7 |
| Cc1cc(C)c2nc(Cl)c(C3NC(=O)c4ccccc4N3)cc2c1 (stereo unspecified) | 9.3 | -0.4 |
| O=[N+]([O-])c1cnn(-c2nc(-c3ccccc3)cc(C(F)(F)F)n2)c1 | 10.6 | 3.0 |
| O=S1(=O)N=C(N(CCO)/N=C/c2ccncc2)c2ccccc21 | 6.0 | -0.4 |
| COc1cc(OC)c(NC(=S)NCc2ccc(F)cc2)cc1Cl | -6.4 | 17.3 |
| CC(C)(C)C(=O)OCCn1c(=O)c2cc3c(=O)n(CCOC(=O)C(C)(C)C)c(=O)c3cc2c1=O | 2.4 | -11.3 |

As a working copy, 4 of the compounds above:
| Molecule | TAG inh | TAG inh DAPI viability |
| --- | --- | --- |
| O=[N+]([O-])c1cnn(-c2nc(-c3ccccc3)cc(C(F)(F)F)n2)c1 | 10.6 | 3.0 |
| O=S1(=O)N=C(N(CCO)/N=C/c2ccncc2)c2ccccc21 | 6.0 | -0.4 |
| COc1cc(OC)c(NC(=S)NCc2ccc(F)cc2)cc1Cl | -6.4 | 17.3 |
| CC(C)(C)C(=O)OCCn1c(=O)c2cc3c(=O)n(CCOC(=O)C(C)(C)C)c(=O)c3cc2c1=O | 2.4 | -11.3 |

The list goes on.
| Molecule | TAG inh | TAG inh DAPI viability |
| --- | --- | --- |
| OCC1(Cc2ccccc2)CCN(Cc2ccc(-c3ccco3)cc2)CC1 | 9.9 | 9.9 |
| CCCCc1nn2c(N)c(/C=C3\C=Nc4ccccc43)c(=O)nc2s1 | -2.0 | 3.3 |
| O=C(CSc1nc2ccccc2c(=O)n1-c1ccccc1F)N1CCOCC1 | -1.4 | 12.8 |
| CCCC(=O)Nc1ccc(C(=O)n2nnc3ccccc32)cc1 | 3.6 | 2.7 |
| O=C(Nc1c(Cl)ccc2nsnc12)c1ccc(Br)o1 | -16.0 | 0.6 |
| Cc1cc(C)n2nc(SCCC(=O)NCc3ccccc3)nc2n1 | 11.1 | -5.7 |
| O=C(NC(CO)C(=O)OCc1ccccc1)OCc1ccccc1 (stereo unspecified) | 0.4 | 0.5 |
| O=C(N/N=C/c1ccccc1[N+](=O)[O-])c1cnccn1 | 1.4 | 3.5 |

Screening data (PubChem BioAssay)
